High-throughput results (PubChem)
SENP8 block-1 – human SENP8 protease inhibitors, primary screen, biochemical, fluorescence, Nedd8 protein substrate, uHTS; Sentrin-specific protease 8 (Homo sapiens), Q96LD8; recombinant SENP8; inhibition, % at 20 µM; 360,000 compounds, 0.64% hits; AID 602440, 2012; in the data active means inhibition mostly above about 40%, no sharp cut-off; inactive means mostly below about 27%
Target sequence (Q96LD8 whole entry, looked up): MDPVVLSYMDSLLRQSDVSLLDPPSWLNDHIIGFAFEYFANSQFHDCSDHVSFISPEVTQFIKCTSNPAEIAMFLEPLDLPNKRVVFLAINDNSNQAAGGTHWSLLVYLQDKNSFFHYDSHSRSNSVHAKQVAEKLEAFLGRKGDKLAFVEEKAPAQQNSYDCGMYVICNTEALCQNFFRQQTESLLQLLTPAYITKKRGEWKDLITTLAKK
SENP1 FRET inh – human SENP1 catalytic domain inhibitors, primary screen, biochemical, FRET, uHTS | Sentrin-specific protease 1 (Homo sapiens), Q9P0U3 | 360,000 compounds, 0.21% hits | inhibition, % at 10 µM | recombinant SENP1 catalytic domain, CyPet-SUMO1-YPet FRET cleavage;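 active means inhibition at least 30% at 10 µM, raw YFP signal under a set limit, fluorescence ratio 0.5 to 1.5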;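 further: 0% = enzyme with DMSO and 100% = no enzyme wells; some results filed as inactive read as strong as hits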
Target sequence (Q9P0U3 419-644 limits assumed): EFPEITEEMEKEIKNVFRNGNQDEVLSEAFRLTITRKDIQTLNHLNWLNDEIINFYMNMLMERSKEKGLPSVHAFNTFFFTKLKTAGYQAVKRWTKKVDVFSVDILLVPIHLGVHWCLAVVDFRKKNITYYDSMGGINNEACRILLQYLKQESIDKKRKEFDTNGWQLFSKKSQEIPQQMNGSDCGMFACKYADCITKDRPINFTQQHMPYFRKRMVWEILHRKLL
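Material: hSENP1 catalytic domain, recombinant; medium: Tris pH 8 with BME, BSA, NP40 and catalase; compound: single concentration of 10 µM compound, 0.5% DMSO final; technique: FRET read of cyan and yellow fluorescence; timing: 50 min enzyme reaction, room temperature, light-protected; reagent: SFCypet-SUMO1-SFYpet substrate at 25 nM; control set: no-enzyme low, enzyme-DMSO high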
PfG6PD inh – PfG6PD enzyme inhibitors, primary screen, biochemical, fluorescence intensity, uHTS; 350,000 compounds, 0.78% hits; AID 504690, 2011; inhibition, % at 20 µM; PfGluPho enzyme, NADPH resazurin-diaphorase fluorescence;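 active means inhibition reaching at least a set limit at 20 µM in the primary screen, cut at about 59% in these data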;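 further: 0% = DMSO wells with substrate and 100% = DMSO wells lacking glucose-6-phosphate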
SENP6 block – SENP6 protease inhibitors, primary screen, biochemical, luminescence, uHTS. Recombinant SENP6 catalytic domain, aminoluciferin luminescence. inhibition, % at 10 µM. 330,000 compounds, 1.8% hits. AID 2599, 2010;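 active means inhibition above about 50% at the single tested dose, limit read from the data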;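 further: plate controls were DMSO wells with enzyme for no effect and DMSO wells lacking enzyme for full effect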
Target sequence (Q9GZR1 628-1112 limits assumed): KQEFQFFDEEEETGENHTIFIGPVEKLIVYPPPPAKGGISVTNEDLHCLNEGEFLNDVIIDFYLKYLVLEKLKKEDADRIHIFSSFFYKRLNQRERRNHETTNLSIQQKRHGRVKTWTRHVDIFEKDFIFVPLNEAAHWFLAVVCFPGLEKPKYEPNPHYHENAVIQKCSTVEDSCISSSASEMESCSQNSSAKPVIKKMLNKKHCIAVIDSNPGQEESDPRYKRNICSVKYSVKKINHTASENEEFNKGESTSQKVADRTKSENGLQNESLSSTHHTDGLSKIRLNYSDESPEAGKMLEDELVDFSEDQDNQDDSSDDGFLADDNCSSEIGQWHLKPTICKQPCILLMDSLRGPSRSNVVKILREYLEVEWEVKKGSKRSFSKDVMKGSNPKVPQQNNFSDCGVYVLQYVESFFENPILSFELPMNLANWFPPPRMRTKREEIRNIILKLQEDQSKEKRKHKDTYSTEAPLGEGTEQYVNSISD
Apaf1 inhib – inhibitors of human Apaf-1 apoptosome, primary screen, biochemical, DEVD-Rh110 fluorescence, uHTS; reconstituted apoptosome caspase-3 activity; inhibition, % at 20 µM; 330,000 compounds, 0.71% hits; AID 489030, 2010; active means inhibition of at least 40% at 20 µM;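 further: plate controls were DMSO wells for no effect and DEVD-CHO caspase inhibitor wells for full effect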
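Assay system – apoptosome proteins · Medium – Hepes buffer, pH 7.5 · Also added – cytochrome c with DEVD-Rh110 · Timing – 30 min compound preincubation, 50 min activation, room temperature · Detection – Rh110 fluorescence, excitation 480 nm, emission 540 nm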
HKDC1 inh – HKDC1 hexokinase inhibitors, primary screen, biochemical, fluorescence, uHTS; inhibition, % at 20 µM; recombinant HKDC1, G6PDH/diaphorase resazurin coupled fluorescence; 340,000 compounds, 0.16% hits;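 active means inhibition above about 35% when tested at 20 µM, limit read from the data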;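 further: plate controls were DMSO wells with enzyme for no effect and DMSO wells lacking enzyme for full effect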
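test system = in-house recombinant HK5 (HKDC1) enzyme | amount = HKDC1 at 5 µg/mL | control set = DMSO-enzyme wells negative, buffer-substituted wells positive | compound = one dose of 20 µM, 1% DMSO | schedule = reaction time 90 min, room temperature, protected from light | technique = resorufin fluorescence at 613 nm | reagent = glucose with 1 mM ATP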
SENP8 block-2 – SENP8 protease inhibitors, primary screen, biochemical, luminescence; purified SENP8, Z-RLRGG-aminoluciferin cleavage; inhibition, % at 10 µM; 330,000 compounds, 1.2% hits; AID 2540, 2010; in the data active means inhibition above about 50%
SENP7 inh – SENP7 protease inhibitors, primary screen, biochemical, luminescence, uHTS; Sentrin-specific protease 7 (Homo sapiens), Q9BQF6; recombinant SENP7, Z-RLRGG-aminoluciferin luminescence, 40 min; inhibition, % at 5 µM; 330,000 compounds, 1.5% hits;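 active means inhibition above about 50% at the single test dose, limit read from the data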;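 further: plate controls were DMSO with enzyme for no effect and no enzyme buffer wells for full effect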
Starred values were filed as active, the others as inactive; nt = not tested or not shown; & = joins results of further samples.

SMILES	SENP8 block-1	SENP1 FRET inh	PfG6PD inh	SENP6 block	Apaf1 inhib	HKDC1 inh	SENP8 block-2	SENP7 inh
Cc1cccc(OCc2nc3c4c(ncn3n2)-c2ccccc2CC42CCCC2)c1	-56	0	13	22	-2	-3	7	-1
Fc1ccc(CNC(=S)NCc2cccc(Cl)c2)cc1	4	2	6	7	18	-2	8	12
CC(=O)c1ccc(N2CCN(S(=O)(=O)c3c(C)[nH]c(C)c3C(=O)N3CCCCC3)CC2)cc1	-143	0	5	-10	3	-6	-5	41
Cc1cccc(NC(=O)C2CCCN(S(=O)(=O)c3cccc4nonc34)C2)c1 (stereo not drawn)	-47	4	0	-21	-2	-7	-1	-5
COc1ccc(CCNC(=O)Cn2ccc3c(OC)cccc3c2=O)cc1OC	-40	0	-3	-21	-23	-6	3	3
COCCNc1nnc(SCC(=O)Nc2sc3c(c2C(=O)c2ccccc2)CCCC3)s1	2	-1	0	15	20	9	10	4
C=C(C)c1cc2c(ccc3ccc(=O)oc32)o1	-10	-15	-1	-6	10	-1	-8	-5
CC(Sc1c[nH]c2ccccc12)C(=O)O (stereo not drawn)	4	-1	16	17	-16	4	-3	2
CC(=O)Nc1ccc(SCC(=O)Nc2ccccc2Oc2ccccc2)cc1	17	-9	-21	-19	5	-2	-12	0
Cc1ccc(/C=N/NC(=O)c2nnn(-c3nonc3N)c2C)o1	-15	-2	13	3	-1	-3	9	0
COc1ccc(CCNC(=O)Cn2nnc(C(=O)Nc3cc(C)ccc3C)c2N)cc1OC	9	2	-3	7	-8	-3	5	-1
CCn1c2nc(SCCN3CCOCC3)nnc2c2cc(C)cc(C)c21	19	0	41	18	15	6	9	0
O=C(NCc1ccccc1)c1ccc(NC(=O)C2CC2)cc1	6	0	8	nt	nt	-8	nt	nt
O=C(N/N=C/c1cccs1)c1n[nH]c2c1CCCC2	23	0	13	89*	-1	4	84*	92*
O=C(NCCOc1ccccc1)c1ccccc1Cl	9	2	-1	6	2	-7	2	0
Cn1c2ccccc2c2ncn(Cc3ccc(F)cc3)c(=O)c21	-104	-1	5	-9	8	-5	-4	-4
COc1cc(-c2nnc(SCC(=O)Nc3cc(C)on3)n2C)cc(OC)c1O	6	0	12	1	-26	-4	-3	-5
Cc1ccc(Sc2c(C=O)c3ccccc3n2C)cc1	14	-1	-7	5	18	10	-4	4
CCN(C(=O)CSc1nnc(COc2ccccc2F)n1N)C1CCS(=O)(=O)C1 (stereo not drawn)	0	2	-2	-7	14	2	2	9
O=C(CSc1ccccn1)N1CCc2ccccc21	11	0	6	-4	-9	-4	13	36
O=C(O)C1CCCCC1C(=O)Nc1nccs1 (stereo not drawn)	3	4	-18	8	-22	8	-8	3
CCOc1ccc(-c2nnc(SCC(=O)NC3CC3)o2)cc1	5	-1	-4	-9	-7	1	-1	5
CCCOc1c(Br)cc(C(=O)OCC(=O)NC(=O)c2cccn2C)cc1OC	-26	-5	-13	0	-13	-3	1	0
COc1cccc(NC(=O)C2CCN(S(=O)(=O)c3ccc4c(c3)CC(C)N4C(C)=O)CC2)c1 (stereo not drawn)	6	4	-7	3	2	-3	-4	0
Cc1ccc(NC2=NCCC2)cc1Cl	1	0	12	2	0	-2	10	9
CC(=O)c1cccc(Oc2ncccn2)c1	13	0	5	-23	1	-6	-9	-9
O=[N+]([O-])c1cccc(/C(=N/N=C/c2ccccc2Br)C23CN4CN(CN(C4)C2)C3)c1	23	3	10	-22	4	-2	-9	2
Cc1cccc(C(=O)NCc2nnc(SCC(=O)NC3=NCCS3)n2C)c1	6	1	-20	-19	4	3	-1	6
Cc1c(C(=O)NCC2COc3ccccc3O2)oc2ccc(S(=O)(=O)N(C)C3CCCCC3)cc12 (stereo not drawn)	6	1	5	-17	16	-4	-5	8
Cc1ccc(S(=O)(=O)Nc2ccc(-n3cnnn3)cc2)cc1	2	-3	6	-3	-15	-2	5	-13
O=C(O)CN1C(=O)C2C3CC(C2C1=O)C1C(c2ccc(F)cc2)c2sc(=O)[nH]c2SC31 (stereo not drawn)	7	-21	-1	0	-12	-6	2	0
Cc1cc2c(C)ccc(C)c2nc1SCC(=O)c1cccs1	11	-32	-7	0	18	-16	7	0
Cc1ccccc1CN(CC(=O)Nc1cccc([N+](=O)[O-])c1)S(=O)(=O)c1ccc(Cl)cc1	16	1	47	12	17	-6	4	1
O=S(=O)(NC1CCCCC1Oc1ccccc1)c1ccccc1 (stereo not drawn)	2	2	-15	-8	8	3	-16	-3
COc1ccc(Cc2nnc(NC(=O)c3cc(OC)c(OC)c(OC)c3)s2)cc1OC	12	3	-23	-14	3	-2	7	4
N#CC1=C(N)Oc2cc(N)ccc2C1c1cccc(Br)c1 (stereo not drawn)	-12	-23	0	1	-9	14	-5	0
NC(=O)c1ccsc1NC(=O)c1coc2ccccc2c1=O	13	2	7	83*	-17	14	66*	79*
O=C(NCCCn1ccnc1)c1cc(-c2ccc(Cl)cc2)nc2ccccc12	-17	-1	3	-19	-1	1	7	2
Cc1ccc(NC(=O)N2CCCCC2)cc1NC(=O)N1CCCCC1	12	1	5	-1	0	5	1	0
COc1cccc(NC(=O)C2C3C=CC(O3)C2C(=O)NCc2cccnc2)c1 (stereo not drawn)	17	3	-9	-5	-6	-5	-8	9
Cc1ccc(C(=O)NNC(=O)C2CCN(c3ncccn3)CC2)cc1	-41	2	-12	-9	1	4	0	2
O=C(Nc1ccccc1)ON=C1c2ccccc2-c2ccccc21	14	0	11	4	2	-3	6	9
COc1cc(OC)cc(C(=O)N[C@H](C(=O)Nc2nc3c(s2)CCCC3)C(C)C)c1	14	0	3	-1	16	-1	4	10
FC(F)(F)c1cc(CCN2C(=S)NC[C@@H]2c2ccccc2)cc(C(F)(F)F)c1	2	1	8	-17	35	0	-10	-3
CSc1nnc(Cn2c(=O)sc3ccccc32)n1CCc1ccccc1	8	2	-8	-10	9	-2	-3	6
Cc1ccc2nc(CNC(=O)C3CCC(=O)N(Cc4ccccc4F)C3)cn2c1 (stereo not drawn)	-26	-3	9	-2	1	-4	0	-7
O=C(Nc1ccc(C(=O)N2CCC(N3CCOCC3)CC2)cc1)c1ccc(Br)o1	-1	0	9	-5	1	1	-9	6
Cc1nc2ccccc2cc1OCc1ccc(Cl)cc1	1	-12	28	-3	7	-3	-11	-3
CCOc1ccc(-c2nc(S(=O)(=O)c3ccccc3)c(N3CCC(C(N)=O)CC3)o2)cc1	6	-18	14	-10	2	-5	-9	-14
O=S(=O)(Nc1ccc(Cl)cn1)c1ccc(Cl)cc1	-3	1	-9	-18	-1	1	-6	12
(continued)
SMILES	SENP8 block-1	SENP1 FRET inh	PfG6PD inh	SENP6 block	Apaf1 inhib	HKDC1 inh	SENP8 block-2	SENP7 inh
C/C(CC(C)(C)c1ccccc1)=N\NS(=O)(=O)c1ccccc1	2	2	-15	-30	9	7	-1	1
O=C1CCCN1CC(CN1CCOCC1)Sc1nnnn1-c1ccccc1 (stereo not drawn)	11&7	2&0	6&15	2	-10	-7&-6	-2	2
COCCN1C(=O)N[C@@H](c2ccco2)C(C(C)=O)=C1C	12	-2	-6	-12	4	-3	-18	-13
CC1CCN(S(=O)(=O)c2ccc(C(=O)N(C)C3CCS(=O)(=O)C3)cc2)CC1 (stereo not drawn)	11	0	-2	-4	6	-3	17	-5
CN(C)CCN1C(=O)CCC2(C)C1=CCC1C2CCC2(C)C1CCC2(C)O (stereo not drawn)	2	1	8	nt	nt	-8	nt	nt
C=CCNC(=S)NNC(=O)c1ccc(OCC)cc1	11	2	2	-6	-21	1	-8	-4
Cc1cccnc1NC(=O)Nc1cccc(C(F)(F)F)c1	11	6	6	11	11	-3	-7	8
COc1ccccc1CCC(=O)NNC(=O)c1cccs1	16	4	-12	-24	-3	7	2	3
COc1ccc(C2=NC(=O)NC2c2ccc(OC)cc2)cc1 (stereo not drawn)	-253	-6	14	-23	-15	8	-9	-8
Cc1cccc2cc(COC(=O)C(C)C)c(=O)[nH]c12	-72	-2	-11	-6	2	-2	-3	-1
CCOC(=O)Cc1csc(NC(=O)Nc2ccc(F)cc2)n1	12	1	-6	-9	-14	-6	1	0
COc1ccc(S(=O)(=O)N2CCN(CC(=O)NC3CCCC3)CC2)cc1	7	1	-7	-2	-1	-7	-3	10
O=C(O)c1cc(NN=Nc2cccc([N+](=O)[O-])c2)cc([N+](=O)[O-])c1	16	1	28	77*	0	5	57*	20
Cc1cc(CSc2nc(C)cc(=O)[nH]2)c2ncccc2c1	10	4	-22	-9	-11	15	1	2
Cc1ccc(S(=O)(=O)/N=C(/Nc2ccc([N+](=O)[O-])cc2)c2ccccc2)cc1	19	0	-3	-21	16	3	-8	-7
COc1cccc(OC)c1NC(=O)NC(=O)c1c(OC)c(Br)cc([N+](=O)[O-])c1OC	14	4	-14	-8	-3	2	-4	6
O=C(O)c1ccc(OCC(O)Cn2cnc3ccccc32)cc1 (stereo not drawn)	10	1	-12	-2	-1	2	-7	-10
Cc1ccc2[nH]c(=O)c(CN(C)C(=O)c3cccs3)cc2c1	-80	0	-15	-13	9	-1	-14	0
CCNc1nc(NCC)nc(N(C)/N=C/c2ccco2)n1	14	-3	13	-12	4	-1	-3	-1
CC(/C=N/NC(=O)c1cc(-c2ccc(C)s2)[nH]n1)=C\c1ccccc1	-7	1	17	-10	15	-4	-7	-3
Cc1ccc(-c2nnc(-c3cccc(NC(=O)c4cccs4)c3)o2)cc1	24	3	-1	-4	20	0	-7	10
O=C1c2cccc3c([N+](=O)[O-])ccc(c23)C(=O)N1CC1CCCO1 (stereo not drawn)	-412	-28	33	4	15	1	0	9
CC(=O)N1c2ccc(S(=O)(=O)N3CCC(C(=O)Nc4ncccc4C)CC3)cc2CC1C (stereo not drawn)	15	2	-12	-4	6	4	-3	4
COCCn1c(=O)[nH]c(=O)c2c1nc(-c1cc(Br)c3c(c1)OCO3)n2Cc1ccccc1	-12	-1	-12	8	-12	12	2	4
